# High-throughput results as filed in PubChem.
# G9a block: blocks human histone lysine methyltransferase G9a; G9a H3K9 monomethylation, AlphaScreen, 2 h; Potency, µM (series often up to 102 µM), for inactives: top-dose activity, negative = inhibition, actives largely listed as inhibitors; 350,000 compounds, 8.8% hits; AID 504332; also: % is scaled to controls: 0 for no effect and ±100 for the full control effect; nearly all actives have a fitted effect of over 75% in size
#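 Quantitative HTS format: methyltransferase activity on a biotin-tagged H3K9 peptide is measured by AlphaScreen, using a rabbit anti-monomethyl-H3K9 antibody with streptavidin donor and anti-IgG acceptor beads. Final levels are 20 nM enzyme, 500 nM peptide, 20 uM SAM; 2 h RT.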
# APE1 inh: inhibitors of human APE1 endonuclease | AID 2517 | 350,000 compounds, 0.35% hits | recombinant APE1, TAMRA/BHQ-2 abasic DNA cleavage fluorescence | Potency, µM (top dose mostly 65.8 µM), without a hit: at the top dose activity change, negative = inhibition, most hits filed as inhibitors;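 also: plate controls were vehicle for no effect and reference inhibitor for full effect; nearly all actives have a fitted effect of over 55% in size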
# Target sequence (P27695 whole entry, looked up): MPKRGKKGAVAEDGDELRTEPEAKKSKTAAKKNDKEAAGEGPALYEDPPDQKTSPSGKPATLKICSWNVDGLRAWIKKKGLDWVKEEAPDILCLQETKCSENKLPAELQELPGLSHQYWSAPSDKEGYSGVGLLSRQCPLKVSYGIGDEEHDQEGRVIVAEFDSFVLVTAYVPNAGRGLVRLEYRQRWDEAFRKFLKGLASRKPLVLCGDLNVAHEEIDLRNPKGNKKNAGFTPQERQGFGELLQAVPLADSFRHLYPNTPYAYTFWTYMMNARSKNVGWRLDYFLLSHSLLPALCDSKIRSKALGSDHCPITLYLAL
#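 Quantitative HTS: incision of a TAMRA/BHQ-2 double-stranded substrate bearing a tetrahydrofuran abasic site by 0.75 nM APE1 raises fluorescence. Substrate 50 nM final, added after 15 min compound preincubation at room temperature; progress as third-minus-first kinetic read difference.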
# Pol eta inh: DNA polymerase eta (human) inhibition; Q9Y253; recombinant Pol eta, fluorescent DNA replication assay; Potency, µM (top dose mostly 114 µM), without a hit: at the highest dose activity change, negative = inhibition, hits mostly inhibitors; 390,000 compounds, 1.2% hits; AID 588591; also: % is scaled to controls: 0 for no effect and ±100 for the full control effect
#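 Fluorescent replication assay: 50 nM final substrate added after a 15 min room-temperature compound preincubation with 10 nM enzyme. Signal taken at 0 min and again at 10 min.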
# JMJD2A Tudor: blocks the human JMJD2A Tudor domain; O75164; AlphaScreen JMJD2A-Tudor / H3K4me3 peptide binding; Potency, µM (highest dose often 114 µM), inactives show top-dose activity change, negative = inhibition, most hits filed as inhibitors; 390,000 compounds, 4.4% hits; AID 504339; also: % is scaled to controls: 0 for no effect and ±100 for the full control effect; nearly all actives have a fitted effect of over 50% in size
# POLK inh: inhibitors of human DNA polymerase kappa; purified Pol kappa, fluorescent DNA synthesis assay, 10 min; Potency, µM (series often up to 107 µM), for inactives: at the top dose activity, negative = inhibition, actives largely listed as inhibitors; 400,000 compounds, 0.53% hits; AID 588579; also: % is scaled to controls: 0 for no effect and ±100 for the full control effect
#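 First, compounds were pin-transferred onto 10 nM Pol kappa. After 15 min at room temperature, substrate was added to 50 nM final. Fluorescence was then measured kinetically at 0 and 10 min.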
# BAZ2B block: inhibitors of human BAZ2B bromodomain; Potency, µM (doses to about 114 µM), without a hit: top-dose activity change, negative = inhibition, usual class: inhibitors; 360,000 compounds, 4.4% hits; AID 504333; AlphaScreen BAZ2B-H3K14Ac peptide displacement; Q9UIF8; also: % is scaled to controls: 0 for no effect and ±100 for the full control effect; nearly all actives have a fitted effect of over 60% in size
#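 Compounds, titrated to a top concentration of 110 uM, were incubated 30 min at room temperature with preformed BAZ2B/acetyl-K14 H3 peptide complex (50 nM each). Proximity signal was measured by AlphaScreen after 20 min with beads.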
# POLB inh: DNA polymerase beta (human) inhibition; P06746; Pol beta primer extension/strand displacement, fluorescence kinetic; Potency, µM (highest dose often 114 µM), for inactives: top-dose activity change, negative = inhibition, hits mostly inhibitors; 340,000 compounds, 1.3% hits; also: % is scaled to controls: 0 for no effect and ±100 for the full control effect
#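 Pol beta (10 nM) and compounds were preincubated 15 min at room temperature, then 50 nM substrate (final) started primer extension/strand displacement. Reads were taken at 0 and 10 min; concentration-response data were fitted to a four-parameter Hill equation.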
# BLM inh: inhibitors of human Bloom syndrome helicase BLM; recombinant BLM DNA unwinding, fluorescence dequenching; Potency, µM (doses to about 56.1 µM), for the others: top-dose activity change, negative = inhibition, usual class: inhibitors; 350,000 compounds, 0.2% hits;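 also: plate controls were vehicle for no effect and no enzyme for full effect; nearly all actives have a fitted effect of over 35% in size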
# Pol iota inh: blocks human DNA polymerase iota activity. Potency, µM (highest dose often 115 µM), for the others: top-dose activity, negative = inhibition, most hits filed as inhibitors. Q9UNA4. Pol iota fluorescent replication assay, 10 min. AID 588590. 390,000 compounds, 1% hits
# Target sequence (Q9UNA4 whole entry, looked up): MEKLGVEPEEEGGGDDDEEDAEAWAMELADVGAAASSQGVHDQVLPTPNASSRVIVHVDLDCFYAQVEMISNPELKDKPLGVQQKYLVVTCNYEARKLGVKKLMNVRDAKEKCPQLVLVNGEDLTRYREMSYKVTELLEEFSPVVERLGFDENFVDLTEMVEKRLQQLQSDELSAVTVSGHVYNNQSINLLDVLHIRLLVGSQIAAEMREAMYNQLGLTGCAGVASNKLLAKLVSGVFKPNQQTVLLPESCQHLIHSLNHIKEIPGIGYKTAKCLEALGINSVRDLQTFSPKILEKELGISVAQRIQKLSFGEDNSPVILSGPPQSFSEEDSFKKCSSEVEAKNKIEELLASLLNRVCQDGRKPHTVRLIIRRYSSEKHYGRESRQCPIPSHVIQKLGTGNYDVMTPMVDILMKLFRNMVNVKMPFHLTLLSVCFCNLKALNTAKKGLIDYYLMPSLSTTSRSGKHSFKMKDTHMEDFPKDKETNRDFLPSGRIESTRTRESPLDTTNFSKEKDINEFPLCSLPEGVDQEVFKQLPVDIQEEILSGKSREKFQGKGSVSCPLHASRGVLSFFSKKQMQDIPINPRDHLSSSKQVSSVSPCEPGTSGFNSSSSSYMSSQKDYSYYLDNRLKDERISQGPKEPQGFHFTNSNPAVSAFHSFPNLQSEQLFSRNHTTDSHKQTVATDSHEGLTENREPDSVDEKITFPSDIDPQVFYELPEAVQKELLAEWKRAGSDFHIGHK
#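 Fluorescent replication assay read twice, at 0 min and 10 min after adding 50 nM (final) substrate. Enzyme (10 nM) and compounds were first incubated 15 min at room temperature; enzyme-free buffer wells were negative controls.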
# An asterisk follows results filed as active; u = inconclusive; x = not tested or not shown; [ ] = remark or other dose. Calls follow the shape of the dose curve; as a rule, active = well fitted curve in the direction sought with a large enough effect; inconclusive = small, poorly fitted or top-dose-only effect, or another doubt; inactive = no such curve, though single readings can be large; an effect the other way counts as inactive or inconclusive. Potency is read from the fitted curve at half-maximal effect.
# Sample of the layout, three compounds:
No.	molecule	G9a block	APE1 inh	Pol eta inh	JMJD2A Tudor	POLK inh	BAZ2B block	POLB inh	BLM inh	Pol iota inh
1	NC(=O)N/N=C/C=C/c1ccccc1	x	21%	-9%	-3%	0%	-4%	39%	-1%	52%[activator]
2	NC(=O)C1(N2CCCCC2)CCN(C(=O)c2cccn3c(=O)c4cc(Cl)ccc4nc23)CC1	-3%	-1%	-23%	13%	-7%	15%	41%	0%	25%
3	CC(C)(C)C(=O)COC(=O)CCc1nc2ccccc2[nH]c1=O	x	19%	-4%	-7%	-10%	-11%	-13%	3%	31%[activator]

# This part in full, from the first entry:
No.	molecule	G9a block	APE1 inh	Pol eta inh	JMJD2A Tudor	POLK inh	BAZ2B block	POLB inh	BLM inh	Pol iota inh
1	NC(=O)N/N=C/C=C/c1ccccc1	x	21%	-9%	-3%	0%	-4%	39%	-1%	52%[activator]
2	NC(=O)C1(N2CCCCC2)CCN(C(=O)c2cccn3c(=O)c4cc(Cl)ccc4nc23)CC1	-3%	-1%	-23%	13%	-7%	15%	41%	0%	25%
3	CC(C)(C)C(=O)COC(=O)CCc1nc2ccccc2[nH]c1=O	x	19%	-4%	-7%	-10%	-11%	-13%	3%	31%[activator]
4	O=C(COC(=O)CCC(=O)c1ccccc1)NCCc1ccccc1	-3%[0.501 µM]	29%	-18%	-5%	-3%	1%	x	x	u
5	Clc1cccc(-c2cc3nc4c(c(N5CCN(c6cnccn6)CC5)n3n2)CCCC4)c1	-9%[59 µM]	10%	-7%	-14%	-8%	7%	2%	0%	2%
6	CCCn1cc(S(=O)(=O)c2cc(C)ccc2C)c(=O)c2cc(F)c(N3CCCCCC3)cc21	7%[59 µM]	x	-17%	-19%	-14%	-3%	0%	-7%	u
7	COc1cc(NS(=O)(=O)c2ccc(Br)cc2)c(OC)cc1NC(=O)c1ccco1	u	7%	-5%	u	-11%	u	2%	-13%	8%
8	CCOc1ccc(CNC(=O)C2CCN(S(=O)(=O)c3ccc4c(c3)CCCC(=O)N4)CC2)cc1	u	-1%	-2%	-14%	-2%	u	25%	-4%	-11%
9	Cc1cc(NC(=O)CSc2nc3cc(C(=O)NCCCOC(C)C)ccc3c(=O)n2Cc2ccco2)no1	0%	5%	-5%	-11%	3%	-10%	-11%	-10%	4%
10	Cc1cc(C(=O)N2CCN(c3cc(Cl)ccc3C)CC2)on1	x	18%	-20%	7%	3%	-1%	0%	-2%	30%
11	Cc1c2cnn(CC(=O)N3CCOCC3)c(=O)c2c(C)n1Cc1ccccc1F	16%	-6%	1%	-15%	13%	-8%	14%	3%	-5%
12	O=C(CSc1nc(=O)[nH]c2c1CCCC2)NCc1ccccc1	8%[59 µM]	x	1%	-2%	0%[60.1 µM]	1%	18%	2%	30%
13	COc1ccc(S(=O)(=O)Cc2ccc(C(=O)N3CCCC3)o2)cc1	u	u	-18%	-9%	-10%	-4%	-15%	1%	46%[activator]
14	O=C(O)C(CO)(c1ccccc1)c1ccccc1	x	u	-2%	-16%	6%	-3%	84%	2%	13%
15	Nc1cc(N2CCOCC2)c(Cl)cc1[N+](=O)[O-]	-5%	-3%	-23%	-23%	-14%	-28%	-2%	-1%	71%[activator]
16	O=C(Nc1ccc(C(F)(F)F)cc1)c1cc(-c2cccnc2)nc2ccc(Br)cc12	7%	1%	-9%	-9%	1%	-1%	82%	-3%	6%
17	Cc1cc(C)c(C(=O)COC(=O)c2cccnc2Cl)c(C)c1	61%[activator]	-1%	-11%	34%	-2%	44%[activator]	11%	-5%	-3%
18	COc1ccc(N=C2C(=Nc3ccc(OC)cc3)N(c3ccc(N(C)C)cc3)C(=S)N2c2ccc(OC)cc2)cc1	8.9µM*	-1%	-8%	2.2µM*	-21%	1.6µM*	-1%	-13%	u
19	NC(=O)CSc1nnc(NC(=O)c2ccc(S(=O)(=O)N3CCOCC3)cc2)s1	x	2%	5%	-1%	5%	-5%	0%	0%	-12%
20	CCOC(=O)c1[nH]c(C)c(/C(C)=N\O)c1C	x	x	-2%	-27%	-13%	x	x	x	57%[activator]
21	CC(C)c1ccc(S(=O)(=O)N2CCC(C(=O)N3CCC3)CC2)cc1	16%[0.501 µM]	1%	-15%	-15%	-6%	3%	x	x	16%
22	COc1ccc(C(=O)COC(=O)CCC(=O)Nc2ccc(C(C)=O)cc2)cc1	7%[0.501 µM]	-12%	-11%	-3%	1%	-11%	2%	-1%	11%
23	Cc1nn(C(=O)c2cccc([N+](=O)[O-])c2)c(C)c1Br	-50%	55%	-7%	-22%	2%	-19%	18%	1%	17%
24	Cc1onc(-c2ccccc2Cl)c1C(=O)N1CC(C)CC(C)C1 (configuration not stated)	10%	-9%	0%	-17%	1%	4%	0%	-1%	14%
25	CCOC(=O)C1CCCN(C(=O)c2ccc(C)c(NC(=O)c3nsc4ccccc34)c2)C1 (configuration not stated)	19%[59 µM]	x	-6%	-17%	-6%[60.1 µM]	4%	2%	-5%	-7%
26	CCSc1nc2c(c(=O)[nH]1)C(c1cccnc1)C(C(=O)OC(C)C)=C(C)N2 (configuration not stated)	-9%[59 µM]	11%	4%	-18%[57.1 µM]	-3%	-2%	25%	-11%	-3%
27	CCOc1ccc(CN(C)Cc2cc(=O)oc3cc(C)c(Cl)cc23)cc1	-2%	-15%	-17%	23%	1%	20%	8%	-4%	-5%
28	Cc1ccc(OCCCC(=O)Nc2ccc(N3CCOCC3)cc2)c(C)c1	-10%[12.7 µM]	-5%	-5%	-16%	-2%	6%	-9%	-8%	28%
29	Cc1cc2cc(CCNC(=O)CC(C)C)c(=O)[nH]c2cc1C	-16%[59 µM]	-3%	x	x	x	7%	-23%	-8%	x
30	CN(CCc1cnn(C)c1)Cc1cn[nH]c1-c1ccc(-c2ccccc2)cc1	-6%[12.7 µM]	8%	-10%	-15%	2%	-13%	51%	6%	-5%
31	CCn1c(C(C)NC(=O)c2ccc(OC)c(OC)c2)nc2ccccc21 (configuration not stated)	u	12%	-10%	-2%	6%	-6%	39%	-3%	-6%
32	Cc1ccc(C)c(OCc2cc(C(=O)N3CC[C@H](O)C3)no2)c1	4%	19%	-7%	-21%	0%	-16%	32%	-6%	44%[activator]
33	CN1CCC(OC(=O)c2cccc(Cl)c2)CC1	-38%	-1%	-19%	-12%	0%	-2%	12%	4%	74%[activator]
34	Cc1ccc(CCNC(=O)C2CCC(=O)N2C(C)C)cc1 (configuration not stated)	2%[59 µM]	0%	1%	-24%	-2%	8%	u	-1%	-12%
35	Cc1oc(-c2cccc(Cl)c2)[n+]([O-])c1C	30%[12.7 µM]	13%	-4%	79µM*	-2%	5%	22%	1%	10%
36	COc1ccccc1CN1CC(C(=O)NCc2cc(F)cc(C(F)(F)F)c2)CCC1=O (configuration not stated)	1%	11%	-27%	5%	-4%	-4%	7%	-4%	20%
37	O=C(CN1C(=O)c2ccccc2C1=O)Nc1cccnc1	3%[59 µM]	16%	-11%	8%	-13%	x	22%	0%	-4%
38	COc1cc(CCC(=O)OCC(=O)NCC2CCCCC2)cc(OC)c1OC	u	7%	-13%	-19%	-10%	-32%	12%	-1%	156%[activator]
39	COc1ccc(NC(=O)c2cc3n(n2)C(C(F)(F)F)CC(c2ccc(OC)cc2)N3)cc1 (configuration not stated)	-3%	-5%	-3%	-1%	-8%	2%	23%	-1%	18%
40	Cc1cccn2c(CNC3CCCc4ccccc43)c(C(=O)N3CCOCC3)nc12 (configuration not stated)	u	-1%	1%	1%	0%	-4%	1%	1%	11%
41	COc1ccc(S(=O)(=O)N2CCOC2CNC(=O)C(=O)NCCN2CCOCC2)cc1 (configuration not stated)	34%	32%	-16%	1%	-4%	-3%	-9%	-4%	10%
42	COc1ccc(NC(=O)c2cccc(NC3=NC4CS(=O)(=O)CC4S3)c2)cc1Cl (configuration not stated)	29%	36%	-7%	-18%	-1%	-31%	-1%	1%	u
43	COC(=O)c1c(NC(C)=O)sc(C)c1C	-4%	-4%	-8%	-17%	0%	x	2%	3%	70%[activator]
44	Cc1nn(C)c(C)c1NC(=O)Nc1ccc(Cl)c(Cl)c1	18%	21%	-5%	-1%	-4%	-6%	11%	-2%	144%[activator]
45	CCOC(=O)C(CC)Sc1nc2c(cnn2-c2ccc(F)cc2)c(=O)[nH]1 (configuration not stated)	-4%	22%	-26%	-6%	5%	-11%	6%	-3%	10%
46	Cc1cc(NC(=O)c2ccc(-c3ccc(Cl)cc3)o2)cc(-c2nc3ncccc3o2)c1O	4%[59 µM]	x	-14%	-1%	13%	-11%	14%	-3%	34%
47	Fc1ccc(-c2noc3ncnc(NCc4ccc(Cl)cc4)c23)cc1	11%[59 µM]	x	1%	4%	-5%	10%[57.1 µM]	8%	-3%	8%
48	Cc1cc(C#N)c2ccccc2n1	-27%[12.7 µM]	1%	6%	-11%	-2%	-20%	1%	1%	5%
49	Cc1ccccc1NC(=O)CSc1nc(-c2ccco2)nc2cc(=O)[nH]n12	-38%[59 µM]	x	-7%	-15%	-44%	u	u	-2%	u
50	CCC(=O)NC(=S)N1CCN(c2ccc([N+](=O)[O-])cc2Cl)CC1	x	18%	2%	-24%	-5%	u	58%	-1%	-1%

# Additional compounds follow:
No.	molecule	G9a block	APE1 inh	Pol eta inh	JMJD2A Tudor	POLK inh	BAZ2B block	POLB inh	BLM inh	Pol iota inh
51	C/C(CC(=O)Nc1ccccn1)=N\NC(=O)c1ccc(C)cc1	16%	-3%	-14%	-8%	-5%	u	5%	-3%	20%
52	Cc1n[nH]c(C)c1CCC(=O)N/N=C/c1cccs1	u	u	-12%	-14%	-9%	-17%	0%	2%	30%
53	CCOC(=O)c1c(C)oc2cc(Br)c(O)c(Br)c12	6.3µM*	-4%	-22%	-20%	-22%	8%	-1%	1%	-1%
54	Cc1cccc(NC(=S)NNC(=O)CCn2cc(C)cn2)c1	u	0%	11%	-15%	-1%	-5%	0%	-3%	-2%[58.9 µM]
55	CC(C)OC(=O)c1ccc(N)cc1	9%	-2%	-18%	3%[57.1 µM]	-2%	5%	-1%	-2%	77%[activator]
56	CCOc1cc(N2CCOCC2)c(OCC)cc1NC(=O)CN1C(=O)C2CC=CCC2C1=O (configuration not stated)	16%	13%	0%	-16%	-9%	-3%	3%	-3%	103%[activator]

# Only part of the results is shown; rates above refer to the full screens.
